Akt phos inh: blocks phosphorylation of Akt. Neuro2A IGF-stimulated pAkt S473 HTRF, 20 min; hits give low values. activity change, % for hits at 50 µM. 360,000 tested, 0.32% active. AID 651550; in the data active means activity change below about -80%; inconclusive means mostly about -51% to -80%; further: on the % scale 0 is the no-effect control and ±100 the full control effect
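Neuro2A cells (4,500/well, DMEM with 0.5% FBS) were treated with compound at a single 50 µM final concentration, stimulated with 6 nM IGF for 20 min at 37 °C, and lysed. Phospho-Akt Ser473 was read by HTRF as 665/615 ratio ×10^4.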
MmCpn inh: M. maripaludis TRiC chaperonin inhibition; purified Mm-Cpn ATPase, ADP Transcreener TR-FRET; Potency, µM (highest dose often 76.9 µM), for the others: at the highest dose activity, negative = inhibition, hits mostly inhibitors; 330,000 tested, 0.031% active; AID 504842; further: potency means the concentration at half of the fitted maximal effect; on the % scale 0 is the no-effect control and ±100 the full control effect; nearly all actives have a fitted effect of over 80% in size
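Measured: ADP formation by purified Mm-CPN. Conditions: 25 nM protein, 10 uM ATP, Tris pH 7.4 with Mg2+, K+ and DTT, 37°C for 30 min. Detection: Transcreener HTRF after 30 min at room temperature.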
HepG2 tox: HepG2 cytotoxicity, counter-screen for TGF-b inhibitors. 410,000 tested, 0.76% active. Potency, µM (highest dose often 46.1 µM), without a hit: at the highest dose activity change, negative = cytotoxicity, usual class: cytotoxic. HepG2 CAGA-GFP viability, ATP luminescence, 18 h; further: potency means the concentration at half of the fitted maximal effect; some results filed as inactive show a strong effect at the top dose
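CellTiter-Glo luminescence gave cytotoxicity after 18 hours at 37 degrees C. The cells were HepG2 CAGA-GFP in 1% FBS DMEM, stimulated with 500 pg/mL TGF-beta after compound addition. %Activity was normalised to no-cell wells (complete cell-killing) and DMSO (no toxicity), and curves were fitted and classified.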
A549 tox: A549 cytotoxicity, counter-screen for Nrf2 inhibitors; A549 ARE-Fluc cells, CellTiter-Fluor viability, 18-24 h; 390,000 tested, 0.16% active; Potency, µM (highest dose often 46 µM), for inactives: top-dose activity change, negative = cytotoxicity, usual class: inhibitors; further: potency means the concentration at half of the fitted maximal effect; on the % scale 0 is the no-effect control and ±100 the full control effect
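A549 ARE_Fluc cells in 5% FBS OPTI-MEM were exposed to compounds in concentration-response for 18-24 h at 37 deg C. Viability was read by CellTiter-Fluor fluorescence (Ex 405/Em 525) after 30 min, before the luciferase read.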
Nrf2 block: blocks Nrf2 signaling; A549 ARE-Fluc reporter, luciferase luminescence, 18-24 h; Potency, µM (highest dose often 46 µM), without a hit: top-dose activity change, negative = inhibition, hits mostly inhibitors; 360,000 tested, 2.1% active; further: potency means the concentration at half of the fitted maximal effect; on the % scale 0 is the no-effect control and ±100 the full control effect; nearly all actives have a fitted effect of over 60% in size
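Nrf2 function is reported as luminescence of an ARE-controlled luciferase in A549 cells. Compounds were tested at several concentrations, and a CellTiter-Fluor read on the same wells flagged cytotoxicity.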
S2 tox: reduces viability in counter-screen for ATXN expression inhibitors; 400,000 tested, 0.49% active; Potency, µM (series often up to 56.7 µM), usual class: cytotoxic; AID 651635; S2 cells (HEK-293 line with an ATXN2-luciferase reporter) viability, CellTiter-Fluor protease fluorescence, 24 h; further: potency means the concentration at half of the fitted maximal effect; nearly all actives have a fitted effect of over 40% in size
Nrf2 ARE act: activates Nrf2 signaling; AREc32 ARE-luciferase reporter (MCF7-derived line), luminescence, 24 h; Potency, µM (highest dose often 46.1 µM), for inactives: top-dose activation, actives largely listed as activators; 410,000 tested, 0.31% active; AID 624171; further: potency means the concentration at half of the fitted maximal effect; % of control where 0% means no effect; nearly all actives have a fitted effect of over 65% in size
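Cells of the AREc32 ARE-luciferase line are plated in OPTI-MEM containing 5% FBS and left overnight at 37 deg C. Compounds are pinned in, incubation continues 24 hr, and firefly luciferase signal is then measured.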
CCT modulator: cytosolic chaperonin activity modulation | activity change, % (test concentration not listed), hits read low | 360,000 tested, 0.3% active | purified chaperonin ATPase assay, HTRF ADP detection, 30 min; in the data active means activity change below about -30%; further: on the % scale 0 is the no-effect control and ±100 the full control effect
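We incubate TRiC, 40 or 20 nM final, with library compounds at 76 uM and 10 uM ATP for 30 min at 37 °C. ADP formed is detected with Transcreener HTRF reagents after 30 min at room temperature.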
TGFb inhibitor: inhibitors of TGF-b signaling | HepG2 CAGA-GFP TGF-b/SMAD3 reporter, GFP fluorescence, 18 h; TGF-beta stimulated, 500 pg/mL final | Potency, µM (top dose mostly 46.1 µM), inactives show at the highest dose activity, negative = inhibition, actives largely listed as inhibitors | 410,000 tested, 1.2% active | AID 588855; further: potency means the concentration at half of the fitted maximal effect; on the % scale 0 is the no-effect control and ±100 the full control effect; nearly all actives have a fitted effect of over 65% in size
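Using HEPG2 CAGA-GFP reporter cells at 1000 cells/well, we pinned test compounds, stimulated with recombinant TGF-beta (500 pg/mL final) and measured total well GFP after 18 h.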
The depositor's hits bear a star; i = inactive; ? = inconclusive; nt = no result given; & = joins results of further samples; [ ] = remark or other dose. Unless noted, the call rests on the fitted dose curve; in most records, active means well fitted curve in the direction sought with a large enough effect; inconclusive means small, poorly fitted or top-dose-only effect, or another doubt; inactive means no such curve, though single readings can be large; an effect the other way counts as inactive or inconclusive. Outcome played no part in choosing rows; overall some 4.4% were active at least once.

Molecule	MmCpn inh	HepG2 tox	CCT modulator	TGFb inhibitor	Akt phos inh	S2 tox	Nrf2 block	A549 tox	Nrf2 ARE act
CC[C@H](C)[C@H](NC(=O)OCc1ccccc1)C(=O)OCC(=O)N1CCN(c2ccc(OC)cc2)CC1	nt	-16%	-2.3	?	i	i	?	-9%	-0.4%
CNC(CC(C)C)C(=O)NC1C(=O)NC(CC(N)=O)C(=O)NC2C(=O)NC3C(=O)NC(C(=O)NC(C(=O)O)c4cc(O)cc(O)c4-c4cc3ccc4O)C(O)c3ccc(c(Cl)c3)Oc3cc2cc(c3OC2OC(CO)C(O)C(O)C2OC2CC(C)(N)C(O)C(C)O2)Oc2ccc(cc2Cl)C1O (stereo unspecified)	nt	-1%	0.3	-4%	i	i	?	3%	-0.3%
c1ccc(N2CCN(c3nc(-c4ccccn4)nc4ccccc34)CC2)cc1	1%	-11%	-0.5	?	i	?	16µM*	?	-0.5%
CS(=O)(=O)N(CC(=O)Nc1ccc2c(c1)OCCO2)Cc1ccccc1	-1%	13%	-2.0	?	i	i	6%	-5%	-0.3%
COc1cc(Nc2ncc3c(n2)CCN(Cc2ccc(OC(C)C)c(OC)c2)C3)cc(OC)c1	nt	-4%	nt	5%	nt	i	nt	-3%	2.5%
O=C1c2ccccc2C(=O)N1Cc1nc2ccccc2c(=O)n1CCCN1CCOCC1	-8%	-15%	-1.6	?	i	i	23%	-2%	0.1%
O=c1c2oc3ccccc3c2n(Cc2ccc(Cl)cc2)c(=O)n1Cc1ccccc1	nt	-2%	nt	6%	nt	i	?	13%	1.7%
Cc1cc(C)c(S(C)(=O)=O)c(N(C)NC(=O)c2c(F)cccc2F)n1	1%	-4%	0.2	13%	i	i	-8%	-8%	2.6%
O=C(CNC(=O)c1ccco1)Nc1ccc(Br)cc1	3%	4%	1.3	-1%	i	i	?	-9%	8.4%
CC1(C)CC2CC(C)(CN2C(=O)c2ccc([N+](=O)[O-])cc2[N+](=O)[O-])C1 (stereo unspecified)	0%	-46%	-0.2	?	i	i	8%	6%	-0.4%

Random excerpt: 2 records from the list, in no set order.
Molecule	MmCpn inh	HepG2 tox	CCT modulator	TGFb inhibitor	Akt phos inh	S2 tox	Nrf2 block	A549 tox	Nrf2 ARE act
O=C(CNC(=O)c1ccco1)Nc1ccc(Br)cc1	3%	4%	1.3	-1%	i	i	?	-9%	8.4%
CS(=O)(=O)N(CC(=O)Nc1ccc2c(c1)OCCO2)Cc1ccccc1	-1%	13%	-2.0	?	i	i	6%	-5%	-0.3%

Other entries.
Molecule	MmCpn inh	HepG2 tox	CCT modulator	TGFb inhibitor	Akt phos inh	S2 tox	Nrf2 block	A549 tox	Nrf2 ARE act
O=C(COC(=O)CNC(=O)c1ccc(Cl)c([N+](=O)[O-])c1)NNC(=O)c1cccs1	0%	-1%	2.3	-9%	i	i	19%	5%	3.9%
CCCNC(=O)Nc1cc(S(=O)(=O)CC)ccc1O	-3%	131%	1.2	5%	i	i	3%	-3%	-0.4%
c1ccc2cc(-c3cc4ccccn4c3)ccc2c1	-1%	0%	-3.5	-10%	i	i	?	-7%	9.8%
CCCCn1c(N)c(N(CCOC)C(=O)COC(=O)COc2ccc(CC)cc2)c(=O)[nH]c1=O	2%	-1%	-2.4	0%	i	i	2%	0%	0.0%
COc1ccc(C2N=C(Nc3nc4ccccc4o3)NC3=C2C(=O)CC(C)(C)C3)cc1 (stereo unspecified)	nt	10%	nt	18%	nt	nt	6%	2%	nt
O=C(COC(=O)c1nc(Cl)ccc1Cl)NCc1cccs1	3%	-7%	-5.6	-14%	i	i	8%	1%	-0.3%
CCOC(=O)C1CCN(Cc2cnc(Oc3ccc(OC)cc3)s2)CC1	0%	8%	-0.2	11%	i	i	5%	2%	0.0%
Cc1cc(CNC(=O)CC2C(=O)NCCN2Cc2ccccc2C(F)(F)F)nn1C (stereo unspecified)	-4%	-31%	-1.4	-14%	i	i	-5%	11%	2.8%
COc1ccccc1-c1cc(C(F)(F)F)nc(S(C)(=O)=O)n1	?	-116%	1.6	?	i	32µM*	?	-29%	?
CCCCSc1nc(N)nc2c1ncn2C1OC(CO)C(O)C1O (stereo unspecified)	nt	-13%	1.6	27%	i	i	24%	2%	0.2%
O=C(Cn1cccc1)N1CCc2ccccc21	2%	-15%	-0.6	-5%	i	i	9%	?	-0.6%
c1ccc(C[C@H]2CNCCN2CCCCC2CCCCC2)cc1	-3%	-105%	0.8	?	i	?	15%	13%	-3.1%
CCOc1ccc(S(=O)(=O)NCc2ccc3c(c2)CCN3C(=O)c2ccc(C)cc2)cc1	nt	-27%	nt	?	nt	nt	nt	-15%	5.2%
Cc1oc(-c2cccs2)nc1CN1CCN(C(C)C)C(CCO)C1 (stereo unspecified)	0%	1%	-5.0	-13%	i	i	?	9%	0.0%
CCC(C)(C)NC(=O)CN(Cc1cccs1)C(=O)CNS(=O)(=O)c1ccc(C)cc1	-1%	0%	-1.8	?	i	i	-2%	-6%	-0.3%
CC(C)CN(CC(C)C)C(=O)COc1ccccc1C(N)=O	2%	-2%	0.4	0%	i	i	-9%	0%	-1.2%
Cc1ccc(C)c(N(C(=O)Cn2nnc3ccccc32)C(C(=O)NC(C)(C)C)c2ccsc2)c1 (stereo unspecified)	1%	2%	-5.1	3%	i	i	11%	-6%	-0.7%
CCCCC(=O)NC(=S)Nc1c(C)cc(Br)cc1C	-1%	-5%	0.1	-20%	i	i	-2%	4%	-0.9%
COc1ccc(Cl)cc1NC(=O)CCN1CCOCC1	-1%	13%	0.8	2%	i	i	21%	2%	-0.6%
COc1cccc(-c2nc(SCC(=O)NCC3CCCO3)c(-c3ccc(Cl)cc3)[nH]2)c1 (stereo unspecified)	nt	-37%	nt	?	nt	nt	?	-17%	7.5%

Ordered by the number under Nrf2 ARE act (smallest number first): 3 from the list above.
mol	MmCpn inh	CCT modulator	TGFb inhibitor	Akt phos inh	Nrf2 ARE act
Cc1ccc(C)c(N(C(=O)Cn2nnc3ccccc32)C(C(=O)NC(C)(C)C)c2ccsc2)c1 (stereo unspecified)	1%	-5.1	3%	i	-0.7%
O=C(COC(=O)c1nc(Cl)ccc1Cl)NCc1cccs1	3%	-5.6	-14%	i	-0.3%
c1ccc2cc(-c3cc4ccccn4c3)ccc2c1	-1%	-3.5	-10%	i	9.8%

The listing continues:
Molecule	MmCpn inh	HepG2 tox	CCT modulator	TGFb inhibitor	Akt phos inh	S2 tox	Nrf2 block	A549 tox	Nrf2 ARE act
Cc1cc(C)c(NC(=O)Cn2c(=O)c3cccn3c3ccccc32)c(C)c1	0%	-1%&-6%	-0.2	33%&0%[activator]	i	i	?	0%&-26%	-0.1%&-0.5%
COc1ccccc1OCCSc1nnc(CNC(=O)c2ccco2)n1C	1%	17%	0.2	7%	i	i	-2%	1%	0.2%
CC1(C)CC(=O)CC(=O)/C1=N\Nc1c(Cl)cc(Cl)cc1Cl	-2%	4%	2.2	-1%	i	i	5%	-2%	0.2%
CCc1nc2c(OCCn3cccc3)cccn2c1N(C=O)Cc1ccc(OC)cc1	nt	-29%	0.9	?	i	i	nt	nt	2.9%
CCC(C)NC(=O)CSc1nc2cc3c(cc2c(=O)n1CCCCCC(=O)NCc1ccc(OC)cc1)OCO3 (stereo unspecified)	nt	4%	nt	-11%	nt	nt	nt	-1%	-0.6%
Cc1c(OCC(=O)Nc2cccnc2)ccc2c3c(c(=O)oc12)CCC3	-4%	-13%	-2.9	-6%	nt	i	9%	-7%	0.3%
O=[N+]([O-])c1ccc(NN=Cc2cccc([N+](=O)[O-])c2)cc1	nt	-3%	-5.1	-5%	i	?	0%	-11%	0.6%
Cc1ncoc1C(=O)Nc1ccccc1C(N)=O	?	-7%	-4.7	1%	i	?	-8%	-10%	-0.4%
COCCNC(=O)/C(C#N)=C/c1ccc(OC(=O)c2cccs2)c(OC)c1	-6%	-34%	4.2	-13%	i	i	10%	-1%	4.0%
N=c1c(C(=O)NCC2CCCO2)cc2c(=O)n3ccccc3nc2n1Cc1ccc(Cl)cc1 (stereo unspecified)	2%	-21%	1.1	-6%	i	nt	4%	9%	0.1%
Nc1cc(=O)[nH]c(SCC(=O)Nc2nnc(-c3ccccc3)s2)n1	-9%	1%	-2.3	-6%	i	?	5%	-2%	25%
O=C(OCCCc1cc2ccccc2c(=O)o1)c1ccc2c(c1)OCO2	-1%	-16%	-0.1	-7%	i	i	-28%	10%	4.1%
CCN(CC(=O)Nc1ccccc1OC)C(=O)COc1ccc2ccccc2c1	2%	-3%	1.4	5%	i	i	-45%	-24%	-0.2%
OCC(O)C1OC(Nc2ccc(Br)cc2)C(O)C1O (stereo unspecified)	-3%	0%	-2.3	6%	i	i	11%	-1%	-0.3%
CCCc1nnc(NC(=O)CSc2ncn[nH]2)s1	-2%	6%	-1.7	-5%	nt	i	0%	2%	-1.6%
Cc1ccc(S(=O)(=O)N2CCOC2CNC(=O)C(=O)NCCCc2ccccc2)cc1 (stereo unspecified)	0%	-24%	-3.9	-34%	i	i	21µM*	0%	0.1%
Cc1ccc(-n2cnc3cc(C(=O)NC4CCCCCC4)ccc32)cc1Cl	nt	-10%	nt	9%	nt	i	nt	5%	2.1%
Cc1cc(C)cc(OCC(=O)OCC(=O)c2c(N)n(C)c(=O)n(C)c2=O)c1	2%	-14%	1.2	-1%	i	i	5%	2%	-0.2%
CC(C)(C)NC(=O)C1CC(=O)OC12CCCCC2 (stereo unspecified)	2%	1%	-3.5	-27%	i	i	1%	-6%	-0.8%
CC(=O)NC(CC(=O)Nc1nc(-c2ccc(N(C)S(C)(=O)=O)cc2)cs1)c1ccccc1 (stereo unspecified)	-2%	-1%	1.6	-22%	i	i	21µM*	-24%	3.6%

Screening data: PubChem, National Center for Advancing Translational Sciences (NCATS)
